# PDI turbidity: blocks human protein disulfide isomerase activity; P07237; PDI insulin aggregation turbidity, A650, 90 min; inhibition, % at 10 µM; 0.052% of 350,000 active;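 active = mean inhibition across replicates of 30% or more, whatever share of single replicates reach that level; inconclusive = mean inhibition below 30% while every single replicate reaches 30%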;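 note: absorbance from insulin aggregation driven by PDI reduction with DTT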
# m5-HT2A agonist: mouse HTR2A agonism via beta-arrestin recruitment; activation, % at 7.6 µM; CHO-K1 mHTR2A beta-arrestin complementation, luminescence; percent of 30 µM serotonin response; 0.66% of 360,000 active; P35363;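 active = activation above a run cutoff, the mean activation of all tested compounds plus 3 SD, cut at about 14% in these data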;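 note: 0% = plate median of compound wells and 100% = 30 µM serotonin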
# CaV13 ICDI inh: Primary screen for inhibitors of IQ motif and Ca2+-dependent inactivation inhibitor domain binding in CACNA1D, Förster resonance energy transfer in living cells, …; inhibition, % at 12.3 µM; HEK cells, CFP/YFP FRET ICDI-IQ, plate reader, 10 min; percent FRET-ratio fall versus neutral wells; 0.098% of 340,000 active;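 active = mean replicate inhibition of at least 30% and at least 1% of replicates passing that level; inconclusive = only one of the two criteria is met; inactive = neither criterion is met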;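 note: 0% = median of the neutral control wells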
# H9c2 protect: myocardial damage modulation in H9c2 cells | H9c2 cardiomyocytes, H2O2 injury protection, ATPLite, 2 h | protection from H2O2 cell death, % at 20 µM | AID 588492 | 0.63% of 360,000 active;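 active = compounds giving at least 50% protection of heart cells from peroxide-induced death in the single-dose screen, raw or plate-pattern-corrected value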;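 note: 0% = DMSO wells with peroxide and 100% = DMSO wells without peroxide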
# iPSC survival up: increases survival of single human iPS cells. survival enhancement, % at 20 µM. 0.044% of 360,000 active. hiPSC single-cell survival, ATPlite luminescence; 100% = ROCK inhibitor wells, 0% = DMSO; in the data active = survival enhancement above about 18%;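 note: cells exposed to compounds for 16 hours before the ATP read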
# aDG glyco act: alpha-DG glycosylation activation; Pro5-aDG cells, alpha-DG glycosylation AlphaScreen (IIH6); 0% Pro5, 100% B10-LARGE cell signal; activation, % at 10 µM; 0.22% of 360,000 active; AID 624168;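 active = activation of at least 8% versus controls, or a plate z-score of at least 8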;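 note: Pro5 are CHO cells carrying HIG-tagged alpha-DG that lacks glycosylation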
# Exocytosis inh: lytic granule exocytosis inhibition; inhibition, % at 10 µM; AID 651702; 0.66% of 360,000 active; TALL-104 LAMP-1 surface exposure, flow cytometry; cells stimulated with thapsigargin and PMA;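 active = inhibition above about 55%, limit read from the data; inconclusive = no clear call, values can overlap the other calls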
# ABCB6 inh 2: blocks the human ABCB6 transporter; fluorescence ratio to DMSO, % at 10 µM; K562-ABCB6 porphyrin accumulation, flow cytometry, 1 h; active compounds read low; 0.19% of 360,000 active; AID 602162; Q9NP58;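 active = fluorescence ratio to DMSO below 75%, the collection mean minus 3 SD; inconclusive = too few cells collected in the well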;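 note: signal is porphyrin accumulated inside mitochondria; 100% equals median channel fluorescence of DMSO control wells; lower ratio means ABCB6 inhibition with less porphyrin fluorescence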
# Target sequence (Q9NP58 whole entry, looked up): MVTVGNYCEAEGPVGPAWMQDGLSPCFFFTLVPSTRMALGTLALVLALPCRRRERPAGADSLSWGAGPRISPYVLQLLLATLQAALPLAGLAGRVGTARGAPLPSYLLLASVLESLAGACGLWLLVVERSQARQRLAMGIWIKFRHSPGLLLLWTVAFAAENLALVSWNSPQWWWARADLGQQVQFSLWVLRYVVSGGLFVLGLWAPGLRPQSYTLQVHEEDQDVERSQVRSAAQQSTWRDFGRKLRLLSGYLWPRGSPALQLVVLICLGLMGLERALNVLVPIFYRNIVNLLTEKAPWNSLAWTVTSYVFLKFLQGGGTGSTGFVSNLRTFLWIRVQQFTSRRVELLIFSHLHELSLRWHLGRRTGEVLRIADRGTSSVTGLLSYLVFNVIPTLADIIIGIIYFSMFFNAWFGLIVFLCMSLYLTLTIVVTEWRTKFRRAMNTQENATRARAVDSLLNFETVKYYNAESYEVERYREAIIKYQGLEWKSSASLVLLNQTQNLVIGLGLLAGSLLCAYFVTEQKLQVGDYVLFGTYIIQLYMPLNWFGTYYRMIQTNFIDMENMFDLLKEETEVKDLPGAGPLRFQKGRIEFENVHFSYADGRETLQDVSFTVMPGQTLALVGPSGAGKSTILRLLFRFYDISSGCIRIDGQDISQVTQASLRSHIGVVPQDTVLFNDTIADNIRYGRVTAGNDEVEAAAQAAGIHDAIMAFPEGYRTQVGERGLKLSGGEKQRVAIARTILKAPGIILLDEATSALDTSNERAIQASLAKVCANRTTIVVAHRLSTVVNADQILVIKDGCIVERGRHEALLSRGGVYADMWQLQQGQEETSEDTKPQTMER
# Glyco luc inh: blocks N-linked glycosylation in D54 reporter cells. D54 ERlucT glycosylation luciferase reporter, 24 h; percent of 100 nM tunicamycin response. reporter increase, % at 12.5 µM. 0.23% of 360,000 active;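 active = mean luciferase reporter signal, scaled so untreated is 0 and the glycosylation-blocking control 100, at or above a set limit in every replicate; inconclusive = mean reaches the limit but not every replicate does; inactive = mean below the limit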;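 note: luciferase carries N-glycosylation sites so blocking glycosylation raises the light; 0% = median of neutral control wells and 100% = median of 100 nM tunicamycin wells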
# Vif imaging: blocks HIV Vif function | 0.35% of 340,000 active | HEK293T cells, Vif self-association by quenched fluorescence, imaging, 24 h | inhibition, % at 7.49 µM | AID 602346; in the data active = inhibition above about 50%, passing the limit was not always enough; inconclusive = no clear call, values can overlap the other calls; inactive = below about 31%; note: some results filed as inactive read as strong as hits
# Numbers without * were called inactive; ? = inconclusive; · = not tested or not shown.
# Below each compound: PDI turbidity	m5-HT2A agonist	CaV13 ICDI inh	H9c2 protect	iPSC survival up	aDG glyco act	Exocytosis inh	ABCB6 inh 2	Glyco luc inh	Vif imaging
- O=C1OC(Nc2nc(-c3ccc(F)cc3)cs2)c2ccccc21 (stereo not given)
  2	-3	-3	1	-0.7	0.9	-7	102	-15	10
- Cc1cc(C(=O)C(C(c2ccccc2)N2CCOCC2)N2CCOCC2)ccc1Cl (stereo not given)
  -1	-1	-6	0	-2.6	1.7	-4	87	-2	-2
- CCOc1ccc(-c2csc(NC(=O)c3cccc(N4C(=O)CCC4=O)c3)n2)cc1
  -2	-3	-9	26	0.0	1.3	-2	86	0	-7
- Cn1nc(C(=O)Nc2ccc(Cl)c(S(=O)(=O)N3CCOCC3)c2)c2ccccc2c1=O
  1	-1	-17	33	-0.3	-0.3	-3	96	3	-3
- Oc1ccc(Nc2nc(-c3cccnc3)cs2)cc1
  2	-1	·	-9	-0.5	0.0	-3	98	-11	-5
- COc1cc(S(=O)(=O)n2cnc3ccccc32)ccc1Br
  13	-1	-2	8	-0.1	-0.1	0	102	1	1
- Clc1cccc(-c2ccc(/C=N/n3cnnc3)o2)c1Cl
  0	-5	·	-1	-0.6	0.0	-1	104	2	16
- CN1CCc2c1nc1ccccc1c2N=C1CCCN1Cc1ccccc1
  0	-8	-20	-11	-0.3	0.9	7	95	-4	0
- Cc1ccc2nc(N3CCN(C(=O)c4ccco4)CC3)c3nncn3c2c1
  1	5	-2	19	-0.4	-0.2	4	100	0	-4
- O=C(Cc1nnc(NC(=O)c2ccccc2)s1)N/N=C/c1cccc(O)c1
  -1	5	-4	7	0.3	0.0	0	94	0	-2
- CC1(C)CC(=O)C=C(NCc2cccs2)C1
  -2	1	-3	-3	6.4	-0.2	0	102	1	1
- CCCCN(C)C(=O)c1cccc(OC2CCN(CC(C)(C)C)CC2)c1
  -15	7	-4	-8	-0.6	-0.1	-1	100	-6	1
- COc1ccc(CCC(=O)OCC(=O)NCc2ccc(OC)c(OC)c2)cc1OC
  -3	5	-6	5	-2.0	0.1	-1	95	3	14
- COc1cc(/C=C/C(=O)OCC(=O)N2CCN(C(=O)c3ccco3)CC2)ccc1O
  9	-3	-4	7	1.1	0.0	1	102	-2	2
- COc1ccc(N2CCOCC2)c(NC(=O)COc2cccc(C)c2C)c1
  4	-2	·	-4	-0.2	0.0	-12	100	·	·
- O=C(N/N=C/c1ccccc1)c1n[nH]c2c1CCCC2
  -2	-1	-3	-17	-2.4	-0.5	1	104	-8	-6
- C=CCNC(=S)Nc1cc(Cl)ccc1OC
  -1	0	-5	-1	1.0	-0.1	1	97	-2	6
- COc1cc(/C=N/NC(=O)c2cc(-c3ccco3)nc3ccccc23)cc(OC)c1O
  10	1	-7	25	-0.6	-0.3	-2	95	1	-1
- CCOc1ccc(NC(=O)CSc2nnc(CCNC(=O)c3ccc(OC)cc3)n2C)cc1
  -7	2	-4	-2	-4.2	-0.1	-2	90	2	-1
- COc1ccc(CCNC(=O)c2cc(-c3ccccc3OC)on2)cc1OC
  -6	4	-8	0	-0.6	0.1	1	101	2	-13
- COC(=O)c1ccccc1NC(=O)N1CCc2ccc(NC(=O)c3ccccn3)cc2C1
  -2	-4	-6	18	0.2	-0.4	14	102	3	-14
- COc1ccc(-c2csc(C(O)(c3ccccc3)C(F)(F)F)n2)cc1 (stereo not given)
  0	-3	-5	-9	7.5	-0.1	12	94	-1	-8
- CCC(C)c1ccc(NC(=S)Nc2ccc(OC)cc2C)cc1 (stereo not given)
  2	1	-5	-11	-2.4	1.4	0	99	0	-11
- CCOC(=O)C(C)Sc1nnc(Cc2cc(=O)[nH]c(=O)[nH]2)n1-c1ccc(Cl)cc1 (stereo not given)
  -5	1	·	-2	0.8	-0.1	2	99	0	0
- CCOc1ccc(C=Nc2cccc3ncccc23)cc1
  -1	-1	-5	3	-2.0	-0.2	5	92	4	1
- Cc1ccc(-n2nnnc2SCC(=O)NCC2(N3CCOCC3)CCCCC2)c(C)c1
  2	8	-6	15	-0.2	0.3	13	97	-4	-5
- COc1cc(C(=O)Nc2ccn(C)n2)ccc1OC(F)F
  2	8	-13	-2	-0.4	0.8	8	97	-1	-8
- O=C(O)C1CCN1C1CCCCC1 (stereo not given)
  9	7	·	0	-0.2	0.1	-2	98	1	·
- CC(C)(Oc1ccc(CCNC(=O)c2ccc(Cl)cc2)cc1)C(=O)O
  -2	5	-4	2	0.0	0.0	0	88	1	3
- CCN(CC)c1nc2c(c(=O)[nH]c(=O)n2C)n1CCCc1ccccc1
  4	-5	-1	5	0.7	0.0	1	93	1	15

# Some of these compounds in order of molecular weight, smallest number first:
# Below each compound: PDI turbidity	m5-HT2A agonist	CaV13 ICDI inh	H9c2 protect	iPSC survival up	aDG glyco act	Exocytosis inh	ABCB6 inh 2	Glyco luc inh	Vif imaging
- CC1(C)CC(=O)C=C(NCc2cccs2)C1
  -2	1	-3	-3	6.4	-0.2	0	102	1	1
- COc1cc(C(=O)Nc2ccn(C)n2)ccc1OC(F)F
  2	8	-13	-2	-0.4	0.8	8	97	-1	-8
- O=C1OC(Nc2nc(-c3ccc(F)cc3)cs2)c2ccccc21 (stereo not given)
  2	-3	-3	1	-0.7	0.9	-7	102	-15	10
- CCN(CC)c1nc2c(c(=O)[nH]c(=O)n2C)n1CCCc1ccccc1
  4	-5	-1	5	0.7	0.0	1	93	1	15
- CN1CCc2c1nc1ccccc1c2N=C1CCCN1Cc1ccccc1
  0	-8	-20	-11	-0.3	0.9	7	95	-4	0
- Cc1ccc2nc(N3CCN(C(=O)c4ccco4)CC3)c3nncn3c2c1
  1	5	-2	19	-0.4	-0.2	4	100	0	-4
- COc1ccc(N2CCOCC2)c(NC(=O)COc2cccc(C)c2C)c1
  4	-2	·	-4	-0.2	0.0	-12	100	·	·
- O=C(Cc1nnc(NC(=O)c2ccccc2)s1)N/N=C/c1cccc(O)c1
  -1	5	-4	7	0.3	0.0	0	94	0	-2
- COc1ccc(CCNC(=O)c2cc(-c3ccccc3OC)on2)cc1OC
  -6	4	-8	0	-0.6	0.1	1	101	2	-13
- COc1cc(/C=C/C(=O)OCC(=O)N2CCN(C(=O)c3ccco3)CC2)ccc1O
  9	-3	-4	7	1.1	0.0	1	102	-2	2
- CCOc1ccc(-c2csc(NC(=O)c3cccc(N4C(=O)CCC4=O)c3)n2)cc1
  -2	-3	-9	26	0.0	1.3	-2	86	0	-7
- Cc1cc(C(=O)C(C(c2ccccc2)N2CCOCC2)N2CCOCC2)ccc1Cl (stereo not given)
  -1	-1	-6	0	-2.6	1.7	-4	87	-2	-2
- COC(=O)c1ccccc1NC(=O)N1CCc2ccc(NC(=O)c3ccccn3)cc2C1
  -2	-4	-6	18	0.2	-0.4	14	102	3	-14
- CCOC(=O)C(C)Sc1nnc(Cc2cc(=O)[nH]c(=O)[nH]2)n1-c1ccc(Cl)cc1 (stereo not given)
  -5	1	·	-2	0.8	-0.1	2	99	0	0

# Additional structures follow:
# Below each compound: PDI turbidity	m5-HT2A agonist	CaV13 ICDI inh	H9c2 protect	iPSC survival up	aDG glyco act	Exocytosis inh	ABCB6 inh 2	Glyco luc inh	Vif imaging
- Cc1ccc(C(=O)NCC(=O)O)s1
  1	7	-5	8	0.4	0.2	0	102	0	-3
- CC(C)Cc1nnc(NC(=O)c2ccncc2)s1
  2	8	-3	0	0.1	-0.1	-2	102	1	4
- CCOc1ccc(C(=O)NCC(=O)NC(C)CCc2ccccc2)cc1OCC (stereo not given)
  -2	-2	-7	-2	0.1	-0.6	2	97	2	1
- CC1CCCCN1CCn1c(=S)[nH]c2ncccc2c1=O (stereo not given)
  -2	2	-5	0	1.1	-0.1	-2	93	·	·
- CS(=O)(=O)c1ccc2nc(N)sc2c1
  11	-3	-4	1	4.4	0.0	-2	97	1	7
- Cc1ccccc1NC(=O)c1cc(S(=O)(=O)c2ccccc2)ccc1Cl
  7	-6	·	2	8.3	0.2	1	99	0	?
- COc1cccc(N(C(=O)c2ccco2)C(C(=O)NC2CCCC2)c2ccc(N3CCOCC3)cc2)c1 (stereo not given)
  6	-5	-3	-4	0.3	0.1	-3	100	2	-7
- O=C(Oc1cccc(OC(=O)c2ccco2)c1)c1ccco1
  10	-1	-2	0	-0.4	-0.1	-3	99	0	-4
- CCCCN1C(=O)c2ccc(C(=O)Nc3c(N)n(CCCC)c(=O)n(C)c3=O)cc2C1=O
  -3	4	·	-3	6.8	-0.2	-4	·	1	2
- O=C(Nc1ccc2c(c1)CCC2)Nc1ccccc1F
  8	-3	·	-13	-0.4	-0.1	-3	101	-18	1
- CCn1c2ccccc2c2cc(/C=N/n3cnnc3)ccc21
  7	-4	-7	-4	1.0	0.2	24	88	-11	6
- Cc1ccccc1NS(=O)(=O)c1nnc(NC(=O)c2ccc(Br)cc2)s1
  -2	-2	-6	-5	-0.5	-0.2	0	99	-1	-2
- CCOc1cc(/C=N/NC(=O)OC)ccc1OCCSc1ccc(Cl)cc1
  4	-3	-3	-1	3.7	-0.2	-2	92	3	1
- COC(=O)c1c(NC(=O)CN2CCC3(O)CCCCC3C2c2ccc(F)cc2)sc(C)c1C (stereo not given)
  -3	3	-19	-5	-1.0	0.1	-2	95	3	4
- O=C(COC(=O)c1ccc2ncsc2c1)Nc1ccc(OC(F)(F)F)cc1
  5	6	-7	-9	0.0	-0.3	6	96	0	8
- COc1ccc(CC(=O)N2CCC(CCC(=O)Nc3ccccc3)CC2)cc1
  1	6	-3	-3	-0.3	0.0	4	96	1	10
- CCOc1ccc(/C=C2/Sc3ccc(C(=O)N4CCOCC4)cc3N(C)C2=O)cc1OC
  3	2	-2	6	1.5	0.2	42	101	-5	-9
- COc1cnn(-c2ccccc2)c(=O)c1N(C)C
  8	-2	-4	3	-0.2	0.0	-7	96	2	·
- CC1CCN(S(=O)(=O)c2ccc(C(=O)Nc3nnc(-c4ccco4)o3)cc2)CC1
  2	0	-3	3	0.3	0.3	-5	98	5	5
- COCCN1CCn2c(nc3cc(NC(=O)Cn4nc(C)c5ccccc5c4=O)ccc32)C1
  -22	0	-21	2	0.1	0.0	3	94	1	-4
- C/C(CC(=O)Nc1ccccc1C)=N\NC(=O)Cc1csc(N)n1
  1	-2	-6	2	-0.8	-0.2	-2	98	0	-3
- CCOc1ccc(NC(=O)CN(C)C(=O)c2ccc(NC3CC3)c([N+](=O)[O-])c2)cc1OCC
  9	1	-5	2	-0.4	-0.2	-2	99	2	-9
- COc1ccc(-n2c(C)cc(C(=O)CN3C(=O)NC4(CCc5ccccc54)C3=O)c2C)cc1 (stereo not given)
  -16	4	-7	-21	-1.8	-0.2	4	86	-5	-14
- C/C(=N\NC(=S)Nc1cc(S(=O)(=O)N2CCOCC2)ccc1Cl)c1ccc(N2CCOCC2)cc1
  1	3	-4	-3	-0.5	1.4	-4	96	-1	3

# Outcome played no part in choosing rows; any-hit rate near 3.1%.
